KAT2A inh – qHTS Assay for Inhibitors of GCN5L2; Histone acetyltransferase KAT2A (Homo sapiens), Q92830; GCN5L2 HAT assay, ThioGlo1 CoA-SH fluorescence; Potency, µM (titrated, usually from 58.9 µM), without a hit: at the highest dose activity change, negative = inhibition, most hits filed as inhibitors; 390,000 compounds, 0.21% hits; AID 504327, 2011
Target sequence (Q92830 whole entry, looked up): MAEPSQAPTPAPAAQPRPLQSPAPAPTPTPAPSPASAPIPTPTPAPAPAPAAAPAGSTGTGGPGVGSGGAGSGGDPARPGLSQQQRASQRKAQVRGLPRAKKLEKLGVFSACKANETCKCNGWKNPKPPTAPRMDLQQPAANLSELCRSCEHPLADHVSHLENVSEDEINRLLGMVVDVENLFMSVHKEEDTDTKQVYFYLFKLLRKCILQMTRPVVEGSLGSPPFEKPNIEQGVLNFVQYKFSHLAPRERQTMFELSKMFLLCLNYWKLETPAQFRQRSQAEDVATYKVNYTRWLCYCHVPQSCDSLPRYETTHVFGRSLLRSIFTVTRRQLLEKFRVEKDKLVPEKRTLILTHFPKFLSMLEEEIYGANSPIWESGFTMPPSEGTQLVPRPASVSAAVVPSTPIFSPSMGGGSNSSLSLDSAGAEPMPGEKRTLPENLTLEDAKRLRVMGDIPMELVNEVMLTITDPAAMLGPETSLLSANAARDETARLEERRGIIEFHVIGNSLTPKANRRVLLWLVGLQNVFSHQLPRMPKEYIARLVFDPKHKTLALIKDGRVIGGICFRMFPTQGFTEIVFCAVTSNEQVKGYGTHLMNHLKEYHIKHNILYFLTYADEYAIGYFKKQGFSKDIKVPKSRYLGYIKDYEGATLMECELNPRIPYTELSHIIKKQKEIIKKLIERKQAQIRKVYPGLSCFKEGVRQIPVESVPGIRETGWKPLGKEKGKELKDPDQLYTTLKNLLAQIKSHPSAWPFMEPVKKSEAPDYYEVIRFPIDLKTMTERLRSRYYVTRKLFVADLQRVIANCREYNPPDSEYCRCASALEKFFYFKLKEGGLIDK
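ThioGlo1-coupled HAT assay: 20nM GCN5L2, 70uM acetyl-CoA, 75uM H3(1-25) peptide, pH 7.5. Fluorescence read at 340/540nm at start and after 20 min at room temperature.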
TDP1 cell noCPT – qHTS for Inhibitors of human tyrosyl-DNA phosphodiesterase 1 (TDP1): qHTS in cells in absence of CPT; Potency, µM (series often up to 46.2 µM), for the others: top-dose activity change, negative = growth inhibition, most hits filed as inhibitors; AID 686978, 2013; DT40 Tdp1-/- hTDP1 cells, no CPT, ATP luminescence, 48 h; 420,000 compounds, 15% hits; further: nearly all actives have a fitted effect of over 55% in size
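Compound effects on proliferation are scored in DT40 Tdp1-/-;hTDP1 cells in the absence of CPT. ATP levels (CellTiter-Glo luminescence) are recorded after a ≥48 hr, 37 °C incubation.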
DT40 TDP1 CPT – qHTS for Inhibitors of human tyrosyl-DNA phosphodiesterase 1 (TDP1): qHTS in cells in presence of CPT; chicken DT40 Tdp1-/-;hTDP1 cells + 20 nM CPT, ATP luminescence, 48 h; Potency, µM (top dose mostly 46.2 µM), without a hit: at the highest dose activity change, negative = growth inhibition, most hits filed as inhibitors; 420,000 compounds, 12% hits; further: nearly all actives have a fitted effect of over 55% in size
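Cell growth measured by CellTiter-Glo luminescence after a minimum 48 h, 37 C compound exposure with 20 nM CPT in Tdp1-knockout DT40 cells stably expressing hTDP1, seeded 400/well; qHTS titration format.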
* hit, by the source's call; ? = inconclusive; · = not tested or not shown; & = joins results of further samples; [ ] = another dose, or the depositor's remark. The call rests on the fitted dose curve; in most records, active means well fitted curve in the direction sought with a large enough effect; inconclusive means small, poorly fitted or top-dose-only effect, or another doubt; inactive means no such curve, though single readings can be large; an effect the other way counts as inactive or inconclusive. On the % scale 0 is the no-effect control and ±100 the full control effect; potency means the concentration at half of the fitted maximal effect.

SMILES	KAT2A inh	TDP1 cell noCPT	DT40 TDP1 CPT
CC1(c2nnnn2C2CCCC2)CCC(=O)N1c1ccc2c(c1)OCCO2 (stereo unspecified)	·	-13%	1%
COC(=O)c1ccc(CSc2n[nH]c(=S)s2)o1	-28%	-12%	-12%
CCNS(=O)(=O)c1ccc(CCC(=O)NCCc2ccc(OC)cc2)cc1	15%	-27%	-1%
CCC(C)(C)NC(=O)C(c1ccc(C)o1)N(Cc1ccc2c(c1)OCO2)C(=O)c1snc(C(N)=O)c1N (stereo unspecified)	-6%	-28%	-7%
COc1ccc(OC)c(NC(=O)CSC2=Nc3ccccc3C3=NC(CCC(=O)NCc4ccccc4)C(=O)N23)c1 (stereo unspecified)	-10%	?	?
COc1ccc(N2CCN(C(=O)C3CCN(S(=O)(=O)c4ccc(C)cc4)CC3)CC2)cc1	8%	?	-12%
CSc1ncccc1C(=O)OCC(=O)N(C)C1CCS(=O)(=O)C1 (stereo unspecified)	-8%	1%	4%
CCN(CC(=O)Nc1ccc(OC)cc1)C(=O)c1cc2c(s1)CCCCC2	-7%	-19%	-25%
CN(Cc1ccccc1)C(=O)c1ccc(COc2ccccc2)cc1	-4%	?	?
Cc1ccc(CCNC(=O)CSCc2nc(-c3ccc(C)cc3)oc2C)cc1	-7%	?	-108%
CCCn1c(-c2ccc[nH]c2=O)nc2cc(C)c(C)cc21	-8%	-1%	19%
CCOc1cc(N2CCOCC2)c(OCC)cc1NC(=O)[C@H](C)NC(=O)c1ccco1	-2%	?	-17%
O=C(c1cc(-c2ccc(Br)cc2)nc2ccccc12)N1CCN(c2ccccc2O)CC1	-7%	?	?
CCOC(=O)C1(C)C=C(Nc2ccc(C)cc2)C(=O)N1c1ccccc1 (stereo unspecified)	-5%	?	?
O=C(O)CCc1ccc(S(=O)(=O)Nc2ccccc2C(=O)NCCc2ccccc2)cc1	2%	-14%	-2%
CN1CCC(NC(=O)Nc2cccc(C(F)(F)F)c2)CC1	-4%	-8%	12%
O=c1[nH]c(C2CCCN(S(=O)(=O)c3ccc(F)cc3)C2)nc2c1nnn2Cc1ccc(F)cc1 (stereo unspecified)	-5%	?	-14%
CC1Sc2ccc(S(=O)(=O)N3CCC(C(=O)NCCc4ccccc4)CC3)cc2NC1=O (stereo unspecified)	-5%	?	?
NC(=O)c1ccccc1OCc1cccc2ccccc12	-5%	-16%	?
CCOc1ccc(C2Nc3ccc4ccccc4c3-c3c2c(=O)oc2ccccc32)cc1 (stereo unspecified)	0%	?	?
CC(C)CC(=O)Nc1ccccc1N1CCN(c2ccccc2)CC1	-16%	?	?
CCOCCCNC(=O)/C(C#N)=C/c1ccc(Cl)c([N+](=O)[O-])c1	-10%	7.3µM*	2.6µM*
COc1cccc(CCc2nnc(CCC(=O)N(C)C3CC(C)(C)NC(C)(C)C3)o2)c1	-2%	20%	5%
O=C(NC(=S)Nc1ccc(Cl)cc1)c1cncc(Br)c1	·	-4%	11%
CC(C)(C(=O)N1CCC1(C)C(=O)Nc1ccccc1Br)c1ccccc1 (stereo unspecified)	·	?	?
Cc1nc(SCC(=O)Nc2nsc(-c3ccc(C(C)(C)C)cc3)n2)c2c3c(sc2n1)CCCC3	1%	?	1%
COc1ccc(C2=NN(CCC(=O)NCC3CCCO3)C(=O)CC2)cc1 (stereo unspecified)	-3%	20%	-1%
COc1cc(OC)c(OC)cc1/C=N/NC(=O)c1cnccn1	-4%	-12%	-5%
CCN1CCN(C2=C(NS(=O)(=O)c3ccc(C)cc3)C(=O)c3ccccc3C2=O)CC1	-14%	21µM*	12µM*
CCCCNC(=O)c1ccc(CS(=O)(=O)c2cccc(C(F)(F)F)c2)o1	-2%	-26%	-10%
Cn1nc(C(=O)NCc2ccc(Cl)cc2)c2c1-c1ccccc1S(=O)(=O)C2	-9%&0%	?	?
COC(=O)Nc1csc2c1NC(=O)CCCC2	-9%	3%	-1%
Cc1ccc(NC(=O)CC(C(=O)O)c2ccccc2)cc1 (stereo unspecified)	-1%	-14%	-6%
CCOc1ccc(CNC(=O)CCn2c(=O)c3cccn3c3cccnc32)cc1	-11%	-12%	-7%
O=C(N=NC(=O)c1ccc2c(O)n(CC3CCCO3)c(O)c2c1)c1cccnc1 (stereo unspecified)	-2%	3%	12%
Cc1ccc(C(=O)Nc2nc3n(n2)C(c2ccccc2)C=C(c2ccccc2)N3)cc1 (stereo unspecified)	-7%	?	?
O=C(NNC(=O)c1ccncc1)c1ccncc1	-13%	4%	-14%
Cc1ccc(OCCNC(=O)c2ccco2)cc1C	?	-1%	-2%
CC(=O)c1ccccc1NC(=O)COC(=O)/C=C/c1ccc(C)o1	-20%	?	?
CCC1CCCCN1CC(C)(C)NS(=O)(=O)c1ccccc1 (stereo unspecified)	-9%	-11%	6%

Among those listed so far, three have bromine:
SMILES	KAT2A inh	TDP1 cell noCPT	DT40 TDP1 CPT
O=C(c1cc(-c2ccc(Br)cc2)nc2ccccc12)N1CCN(c2ccccc2O)CC1	-7%	?	?
O=C(NC(=S)Nc1ccc(Cl)cc1)c1cncc(Br)c1	·	-4%	11%
CC(C)(C(=O)N1CCC1(C)C(=O)Nc1ccccc1Br)c1ccccc1 (stereo unspecified)	·	?	?

Back to the main list with the 3 entries that preceded the break.
SMILES	KAT2A inh	TDP1 cell noCPT	DT40 TDP1 CPT
Cc1ccc(OCCNC(=O)c2ccco2)cc1C	?	-1%	-2%
CC(=O)c1ccccc1NC(=O)COC(=O)/C=C/c1ccc(C)o1	-20%	?	?
CCC1CCCCN1CC(C)(C)NS(=O)(=O)c1ccccc1 (stereo unspecified)	-9%	-11%	6%
COc1ccc(NC(=O)Cn2c(=O)oc3cc(S(=O)(=O)NC4CCCC4)ccc32)cc1OC	3%	21µM*	?
Cc1ccc2[nH]c(CSc3nnc(NC(=O)c4ccccc4C)s3)cc(=O)c2c1	?	5.8µM*	7.3µM*
O=C(CSc1cccc[n+]1[O-])Nc1ccccc1C(F)(F)F	-1%	-6%	-6%
COc1ccc(C2CC(C(F)(F)F)n3nc(C(=O)Nc4ccc5c(c4)OCO5)cc3N2)cc1 (stereo unspecified)	2%	?	?
CC(=O)Nc1ccc(S(=O)(=O)N[C@@H](C)C(=O)N2CCN(c3ccccn3)CC2)cc1	·	-5%	11%
CC1(C)CC2CC(C)(CN2C(=O)c2cc(-c3ccccc3)on2)C1 (stereo unspecified)	-7%	?	?
Cc1nc(Cc2nnc(SCC(=O)N3c4ccccc4NC(=O)C3(C)C)o2)cs1	·	16µM*	-29%
Cc1ccccc1OCCCC(=O)Nc1nncs1	0%	-22%	-2%
O=C(Nc1ccccc1)OC1CC2CC1C1CCCC21 (stereo unspecified)	-5%	?	?
CC(=O)c1cccc(NC(=O)CSc2nnc3ccc(-c4ccc(F)cc4)nn23)c1	-5%	-9%	14%
O=C(Cc1ccccc1)Nc1ccccc1C(=O)Nc1ccccc1	-7%	-15%	-3%
C[C@@H]1CN([C@H](C)CO)C(=O)CCCn2nncc2CO[C@@H]1CN(C)S(=O)(=O)c1ccc(Cl)cc1	·	-8%	-21%
CCOc1ccc(-c2cc(C(=O)NCCc3ccc(OC)c(OC)c3)c3c(-c4ccc(F)cc4)[nH]nc3n2)cc1	-10%	?	?
C=CCNc1cc(=O)n(Cc2ccccc2)c(=O)[nH]1	·	18µM*	?
COc1ccccc1Nc1ccncc1[N+](=O)[O-]	-2%	4%	4%
CCc1c(C)[nH]n(-c2nc(-c3cccc([N+](=O)[O-])c3)cs2)c1=O	-7%	?	?
Cc1cccc(N(CC(=O)N2CCc3ccccc3C2)S(C)(=O)=O)c1C	-11%	-4%	0%
Cc1ccc(OCCNC(=O)CCNS(=O)(=O)c2ccc(Br)cc2)cc1	-8%	?	-29%
COc1cc2[nH]c(=S)nc(NCc3ccc(C)cc3)c2cc1OC	3%	23µM*	?
O=[N+]([O-])c1ccc(-c2cn(-c3ccccc3)c(=S)[nH]2)cc1	-2%	?	8%

Three of these compounds in a different format:
SMILES,KAT2A inh,TDP1 cell noCPT,DT40 TDP1 CPT
COc1cc2[nH]c(=S)nc(NCc3ccc(C)cc3)c2cc1OC,3%,23µM*,?
COc1ccccc1Nc1ccncc1[N+](=O)[O-],-2%,4%,4%
C[C@@H]1CN([C@H](C)CO)C(=O)CCCn2nncc2CO[C@@H]1CN(C)S(=O)(=O)c1ccc(Cl)cc1,·,-8%,-21%

Going on with the list:
SMILES	KAT2A inh	TDP1 cell noCPT	DT40 TDP1 CPT
COC(=O)C1=C(C)OC(N)=C(C#N)C1C1CCCCC1 (stereo unspecified)	-7%	-27%	-22%
COc1ccc(NC(=O)C2CCCN2C(=O)NC2CCCCC2)cc1OC (stereo unspecified)	-7%	-11%	-12%
Cc1ccc(CN2CCc3[nH]c(=S)[nH]c(=O)c3C2)cc1	-6%	-34%	?
CCOc1ccc(N2C(=O)CC(N(Cc3ccco3)C(=O)CCC(=O)O)C2=O)cc1 (stereo unspecified)	1%	3%	-2%
COc1ccc(-n2cnc3scc(-c4ccccc4)c3c2=O)cc1	-15%	?	-4%
CCOc1ccc(N(CC(=O)Nc2cc(Cl)ccc2C)S(C)(=O)=O)cc1	1%	23µM*	?
O=C(NCc1cccs1)Nc1cc(Cl)ccc1Cl	0%	-13%	13%
CC(C)c1nnc(NC(=O)CSc2nc3ccccc3s2)s1	1%	-14%	-3%
CCN(CC)C(=O)c1sc(NC(=O)c2cccc([N+](=O)[O-])c2)c(C#N)c1C	-5%	16µM*	21µM*
Cc1cccc(C(=O)Nc2nc3c(s2)CCCC3)c1	-12%	18µM*	?
O=C(NCCc1ccccn1)c1ccc(OC2CCN(CCc3ccccc3)CC2)cc1	1%	-4%	-14%
Cc1ccc(N(Cc2cc(=O)[nH]c3ccccc23)C(=O)c2ccco2)cc1	-26%	?	?
O=C(CSc1ncnc2sccc12)Nc1ccccc1F	-3%	-1%	0%
CSCC(=O)N1CCC(CCC(=O)NC2CC2)CC1	-2%	3%	-3%
COc1cccc(CN2CCC3(CCC(CNC(=O)c4cc(C)nn4C)O3)CC2)c1OC (stereo unspecified)	·	-20%	4%[9.04 µM]
CCOc1ccc(NC(=S)NC(=O)c2cncc(Br)c2)cc1	·	-12%	5%
CC(C)NC(=O)C1(C)CCN1Cc1ccc(C(F)(F)F)cc1 (stereo unspecified)	·	?	?
O=C(c1ccccc1)c1nn(-c2ccccc2)c(=O)cc1C(F)(F)F	-3%	?	-6%
COn1cnnc1-c1ccccc1	?	-6%	-1%
COc1ccc(C(=O)NCc2nc(C)c(C)s2)cc1OC1CCN(C(C)C)CC1	2%	1%	3%
CCOC(=O)c1c(C)nc2ncccn12	·	-8%	-20%
Cc1ccc(NC(=O)c2nnn(CC(=O)Nc3ccccc3)c2N)cc1C	1%	-28%	-25%
CC(C)OCCCNC(=O)c1ccc(NC(=O)C2=CSCCO2)cc1	1%	16%	0%
Nc1nc(CSc2nc3ccccc3[nH]2)cs1	-9%	-5%	?
Cc1c(C(=O)N2CCN(C(=O)c3ccccc3)CC2)oc2ccc(F)cc12	-4%	-2%	-24%
COc1ccc(S(=O)(=O)N2CCOCC2)cc1NC(=O)Cc1coc2cc(C)ccc12	-8%	-22%	-12%
CN1C(=O)C(Cc2cnc[nH]2)NC1=S (stereo unspecified)	-1%	-14%	21%
CCOc1ccc(NC(=O)c2cc(C)nc3ccccc23)cc1	-3%	0%	9%
Cc1ccc(NC(=O)N2CCN3CCCCC3C2)cc1C (stereo unspecified)	-1%	-2%	2%
COc1ccc(C(c2nnnn2-c2ccc3c(c2)OCCO3)N2CCN(C/C=C/c3ccccc3)CC2)cc1 (stereo unspecified)	·	16µM*	16µM*
CCn1cc(Cl)c(C(=O)N2N=C3/C(=C/c4cccs4)CCCC3C2c2cccs2)n1 (stereo unspecified)	-11%	?	18µM*
O=C1C2C3C=CC(C3=C3CCCCC3)C2C(=O)N1c1ccccc1 (stereo unspecified)	-1%	13µM*	?
NC(=O)CN1CCN(CCN2C(=O)c3cccc4cccc(c34)C2=O)CC1	-1%	-26%	-24%
COc1ccc(CCNC(=O)Cc2ccc(Cl)cc2)cc1OC	2%	-17%	-1%
COc1ccc(CNc2nccs2)cc1	-13%	-2%	-19%
CN(C)/C=C/C(=O)c1ccc(N2CCN(c3ncc(C(F)(F)F)cc3Cl)CC2)cc1	-1%	?	?

A portion of the library; the hit share may differ from the screen's.
